# Screening data as filed in PubChem BioAssay.
# Menin MLL FP TR: displaces Texas Red mutant MLL peptide from human menin; hit rate 0.23% among 270,000; O00255; Menin + Texas Red MLL mutant peptide, fluorescence polarization; Potency, µM (titrated, usually from 61.6 µM), for the others: at the top dose FP activity change, negative = inhibition, usual class: inhibitors; active = well fitted inhibition curve with a large enough effect in the polarisation, with a control signal flat, not every such curve was filed as active; inconclusive = small, poorly fitted or top-dose-only effect, or effect the other way, or a change in a side signal; inactive = no such curve, though single readings can be large or run the other way; the % refers to the polarisation; note: potency is the fitted concentration of half-maximal effect; % of control where 0% means no effect; many of its hits are not listed in these tables
# TSG101-PTAP inh: blocks PTAP/TSG101 interaction to inhibit HIV-1 budding | Q99816 | Fluorescence polarization, FITC-PTAP peptide / Tsg101 binding | Potency, µM (doses to about 115 µM), for inactives: at the top dose activity change, negative = inhibition, most hits filed as inhibitors | 340,000 tested, under 10 active; active = well fitted inhibition curve with a large enough effect in the main read-out, with a control signal flat, not every such curve was filed as active; inconclusive = small, poorly fitted or top-dose-only effect, or effect the other way, or a change in a side signal; inactive = no such curve, though single readings can be large or run the other way; note: potency is the fitted concentration of half-maximal effect; % of control where 0% means no effect
# Target sequence (Q99816 whole entry, looked up): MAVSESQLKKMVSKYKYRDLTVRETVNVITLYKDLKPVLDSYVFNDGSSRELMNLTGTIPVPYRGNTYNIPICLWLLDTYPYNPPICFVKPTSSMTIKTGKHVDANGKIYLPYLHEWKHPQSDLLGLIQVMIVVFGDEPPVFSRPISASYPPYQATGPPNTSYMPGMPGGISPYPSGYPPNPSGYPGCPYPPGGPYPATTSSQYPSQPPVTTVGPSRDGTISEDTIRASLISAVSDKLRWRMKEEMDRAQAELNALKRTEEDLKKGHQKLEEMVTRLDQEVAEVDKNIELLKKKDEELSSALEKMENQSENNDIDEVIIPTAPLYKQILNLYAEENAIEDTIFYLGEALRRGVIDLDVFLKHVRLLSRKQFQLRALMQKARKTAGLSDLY
#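 Steps: Tsg101 binding domain dispensed (10 uM final), compounds pinned in DMSO, FITC-labeled PTAP-motif peptide added (50 nM final); after 20 min binding at room temperature, polarization measured.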
# FBPA coupling cs: coupling enzyme interference in Giardia aldolase counter-screen. activity change, negative = inhibition, % at 58.2 µM, hits read low. coupling enzyme system counterscreen, AmpLite Red fluorescence. AID 2472. hit rate 0.67% among 290,000; in the data active = activity change below about -30%; note: % is set by controls: 0 for no effect and ±100 for the full control effect
#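 First, compound is pin-transferred into glyceraldehyde-3-phosphate coupling-enzyme reagent at 57.5 uM final and held 10 min at RT. Next, substrate, coupling system and AmpLite Red are added. After 20 min RT, fluorescence (525/598 nm) is read.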
# PKM2 act: increases activity of human pyruvate kinase M2; purified PKM2, Kinase-Glo ATP luminescence, activation; response scale: 0% is enzyme alone, no compound; Potency, µM (top dose mostly 57.5 µM), without a hit: at the top dose activation, hits mostly activators; hit rate 0.34% among 260,000; AID 1631; note: potency is the fitted concentration of half-maximal effect; % is set by controls: 0 for no effect and ±100 for the full control effect; nearly all actives have a fitted effect of over 55% in size
#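 ATP formation by purified human PK-M2, quantified via coupled luciferase luminescence after 1 h at room temperature with 0.1 mM ADP and 0.5 mM PEP final.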
# Tb PFK inh: inhibitors of T. brucei phosphofructokinase. O15648. T. brucei PFK, ADP-Glo luminescence. Potency, µM (doses to about 57.5 µM), for the others: at the highest dose activity, negative = inhibition, actives largely listed as inhibitors. hit rate 0.17% among 330,000. AID 485367;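 note: potency is the fitted concentration of half-maximal effect; 0% = uninhibited 1x PFK enzyme wells and -100% = no-enzyme wells; nearly all actives have a fitted effect of over 60% in size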
#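 ADP-Glo luminescence quantified ADP after 45 min at room temperature, with 1.25 nM T. brucei PFK, 0.1 mM ATP and 0.5 mM fructose-6-phosphate in pH 8.0 TEA buffer. qHTS titrations up to 57 µM; curves classified by quality.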
# Giardia kill: Giardia lamblia killing; Giardia lamblia trophozoite viability; activity change, % at 7.66 µM, hits read low; hit rate 0.15% among 340,000; in the data active = activity change below about -80%; inconclusive = between about -30% and that limit;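 note: parasites exposed to compound for two days anaerobically before the ATP read; % is set by controls: 0 for no effect and ±100 for the full control effect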
#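 ATP-content bioluminescence gauges trophozoite survival. Cells (100/well) receive compound and incubate anaerobically for 48 hrs at 37 deg C; detection reagent follows for 15-30 min at room temperature.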
# Chronic BCR inh: blocks chronic active B-cell receptor signaling. hit rate 0.05% among 340,000. Potency, µM (doses to about 46.1 µM), for the others: top-dose ratio change, negative = lower green/red ratio, most hits filed as inhibitors. ABC-DLBCL IkBa-CBG/CBR reporter, luminescence ratio, 4 h; active = well fitted inhibition curve with a large enough effect in the signal ratio, with a control signal flat, not every such curve was filed as active; inconclusive = small, poorly fitted or top-dose-only effect, or effect the other way, or a change in a side signal; the % refers to the signal ratio;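 note: potency is the fitted concentration of half-maximal effect; plate controls were basal doxycycline-induced cells for no effect and cells given 10 µM MG132 for full effect; MG132 reads +100%, hits lower the ratio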
#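 Compounds up to 46 uM were incubated four hours with TMD8 cells whose green CBG68 luciferase is fused to IkappaBalpha; red CBR luminescence normalised the signal, and concentration-effect curves were fitted to fusion, red and ratio data.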
# Integrin act MD: integrin-mediated muscular dystrophy alleviation activation; alpha7betagal myoblasts, beta-gal FDG fluorescence, 48 h; Potency, µM (highest dose often 38.3 µM), for the others: top-dose activation, hits mostly activators; hit rate 0.064% among 350,000;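 note: potency is the fitted concentration of half-maximal effect; 100% = response of the positive control SU9516; nearly all actives have a fitted effect of over 60% in size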
#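 alpha7betagal+/- myoblasts (passage 13, 250/well) treated 48 h at 37C with compounds at 1:260 dilution of DMSO stock. Lysed, then beta-galactosidase activity read as FDG fluorescence (ex 480/em 540) after 30 min, with pre-read for autofluorescence.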
# B2AR arrestin: recruits beta-arrestin to the human beta2-adrenergic receptor. P07550. beta-arrestin recruitment to beta2AR, cell-based reporter. Potency, µM (highest dose often 46.1 µM), without a hit: at the highest dose activation, usual class: activators. hit rate 0.02% among 330,000;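 note: potency is the fitted concentration of half-maximal effect; 0% = DMSO controls and full agonism = EC100 isoproterenol or metaproterenol; nearly all actives have a fitted effect of over 65% in size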
# GALK inh: galactokinase (human) inhibition; hit rate 0.007% among 270,000; P51570; Purified GALK, Kinase-Glo residual ATP luminescence; Potency, µM (top dose mostly 57.5 µM), for the others: at the highest dose activity change, negative = inhibition, most hits filed as inhibitors; note: potency is the fitted concentration of half-maximal effect; % is set by controls: 0 for no effect and ±100 for the full control effect
#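 Compounds were pin-transferred into ATP buffer (35 uM final), then GALK plus galactose (5 nM, 100 uM final) was added. After 1 h at room temperature, Kinase-Glo Plus was added and luminescence read after 10 min.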
# ASM inhibitor: blocks human secretory acid sphingomyelinase; Potency, µM (doses to about 57.5 µM), without a hit: at the top dose activity change, negative = inhibition, actives largely listed as inhibitors; AID 504937; placental ASM, HMU-PC fluorogenic substrate, 60 min; hit rate 0.006% among 340,000; P17405; note: potency is the fitted concentration of half-maximal effect
# Target sequence (P17405 47-631 limits assumed): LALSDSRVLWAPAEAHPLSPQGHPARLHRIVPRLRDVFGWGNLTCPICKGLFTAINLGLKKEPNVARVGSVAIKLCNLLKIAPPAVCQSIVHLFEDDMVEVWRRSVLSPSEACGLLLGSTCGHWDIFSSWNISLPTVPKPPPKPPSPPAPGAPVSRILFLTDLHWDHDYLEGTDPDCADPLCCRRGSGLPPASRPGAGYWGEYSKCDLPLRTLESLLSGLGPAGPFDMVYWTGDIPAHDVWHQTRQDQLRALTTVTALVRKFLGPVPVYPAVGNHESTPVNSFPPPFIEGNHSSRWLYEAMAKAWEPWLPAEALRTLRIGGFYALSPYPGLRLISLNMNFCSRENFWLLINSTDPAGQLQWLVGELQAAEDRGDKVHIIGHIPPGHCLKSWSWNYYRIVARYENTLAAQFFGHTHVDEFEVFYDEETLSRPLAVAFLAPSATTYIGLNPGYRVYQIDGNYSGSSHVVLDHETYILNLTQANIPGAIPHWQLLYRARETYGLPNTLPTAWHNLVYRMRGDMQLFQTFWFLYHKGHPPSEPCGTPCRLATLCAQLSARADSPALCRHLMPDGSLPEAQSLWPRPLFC
#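 qHTS format. ASM enzyme prepared from human placenta hydrolyses the fluorogenic substrate HMU-PC0 (9 uM final) over 60 min at 37 °C after a 10 min compound preincubation.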
# * = called active by the depositor; i = inactive; ? = inconclusive; · = not tested or not shown; & = joins results of further samples; [ ] = another dose, or the depositor's remark. Unless noted, calls come from the whole dose curve; as a rule, active = well fitted curve in the direction sought with a large enough effect; inconclusive = small, poorly fitted or top-dose-only effect, or another doubt; inactive = no such curve, though single readings can be large; an effect the other way counts as inactive or inconclusive. Some of the compounds tested; count on the stated rates, not on these rows.
SMILES,Menin MLL FP TR,TSG101-PTAP inh,FBPA coupling cs,PKM2 act,Tb PFK inh,Giardia kill,Chronic BCR inh,Integrin act MD,B2AR arrestin,GALK inh,ASM inhibitor
COc1ccccc1NC(=O)NCc1ccc(C)n1C,-8%,-1%,-2,·,0%,-19,?,-18%,0.0%,2%,1%
Cc1c(NC(=O)c2ccco2)c(=O)n(-c2ccccc2)n1C,17%,0%,1,1%[11.5 µM],-4%,-10,8%,0%,-0.5%,-1%,2%
COc1ccc(Br)cc1C(=O)Nc1ccc(N2CCCC2)cc1,?,1%,1,-1%[11.5 µM],1%,12,?,12%,0.1%,2%,15%
CN1CCN(c2oc(COc3ccc(-c4ccccc4)cc3)nc2C#N)CC1,7%,-3%,-1,0%,-2%,-6,?,-12%,0.0%,0%,-9%
O=C(N/N=C1\CC(c2ccccc2)Oc2ccccc21)c1cccnc1 (stereo unspecified),27%,0%,2,11%,-2%,-5,-14%,-26%,0.0%,-2%,3%
Cc1ccc(Oc2ccc(NC(=O)C3=CC=CN4CCS(=O)(=O)N=C34)cc2)cc1,·,1%,·,·,2%,8,?,-16%,-0.1%,·,-20%
COc1cc(/C=N/NC(=O)C(=O)NCc2cccnc2)ccc1O,-4%,-2%,1,3%,0%,1,-3%,-12%,0.2%,1%,-1%
CC(=O)N1CCN(CC(=O)Nc2cc([N+](=O)[O-])ccc2Cl)CC1,9%,-8%,-1,-1%,-1%,6,6%,-1%,-0.2%,2%,1%
O=C(Cc1ccc(F)cc1)OCC(=O)c1cc2ccccc2o1,6%,-5%,-2,13%,0%,-5,1%,-15%,-0.6%,2%,0%
CCOc1ccc(N(CC(=O)NC(C)(C)C)C(=O)c2ccco2)cc1,-7%,-4%,5,-2%,2%,10,-2%,-7%,0.3%,2%,5%
COCCCN(C(=O)CSCC(=O)Nc1cccc(C)c1)c1c(N)n(Cc2ccccc2)c(=O)[nH]c1=O,·,0%,·,·,4%,-11,?,7%,-1.0%,·,5%
CC(C(=O)Nc1ccc(N2CCOCC2)cc1)N1C(=O)c2ccccc2C1=O (stereo unspecified),-8%,-11%,1,-7%,1%,10,8%,10%,-0.5%,0%,2%
CC(C(=O)Nc1cccc(S(=O)(=O)N2CCOCC2)c1)N1CCN(C/C=C/c2ccccc2)CC1 (stereo unspecified),24%,-1%,3,0%,0%,-17,-2%,0%,0.3%,8%,-4%
C[C@H](CO)N1C[C@H](C)[C@H](CN(C)C)Oc2ccc(NS(=O)(=O)c3ccc(F)cc3)cc2CC1=O,·,-3%,·,·,-1%,5,2%,-3%,-0.1%,·,6%
CC1CC(C)CN(CC(O)COc2ccc3c(c2)CCC3)C1 (stereo unspecified),0%,-1%,3,1%,0%,-1,0%,-22%,-0.5%,-2%,3%
O=C(CN(C(=O)CNC(=O)c1cccs1)c1ccccc1F)NC1CCCCC1,-4%,-9%,0,0%,0%,-14,?,16%,-0.6%,5%,2%
O=C(NNC(=O)c1ccccc1[N+](=O)[O-])c1ccco1,12%,1%,1,3%,4%,5,-1%,2%,-0.1%,1%,3%
O=C(CSc1ccccc1C(=O)O)NCc1ccc(Cl)cc1,1%,0%,8,-7%,-13%,-10,2%,8%,-1.0%,·,3%
CCOC(=O)C1=C(N)N(c2ccccc2)C(=O)C1,·,-1%,7,-6%,2%,-7,-1%,-33%,0.0%,0%,1%
O=C(NNc1c2ccccc2nc2ccccc12)c1ccc(O)cc1,?,-7%,-2,-5%,-4%,22,?,23%,-0.7%,3%,18%
NC1=NC(c2cccc(O)c2)n2c(nc3ccccc32)N1 (stereo unspecified),16%,-11%,0,-11%,5%,11,0%,14%,-0.2%,0%,-1%
COc1ccc(CNC(=O)C2CC(O)CN2C(=O)Nc2ccccc2)cc1 (stereo unspecified),10%,-11%,3,-1%,0%,15,-1%,-2%,-0.9%,·,4%
CCN1C=C(C(=O)OC)C(c2cccc(C)c2)C(C(=O)OC)=C1,?,-6%,1,0%,5%,-27,1%,6%,0.1%,1%,i
CCOc1ccc(C(=O)NCCc2ccc3c(c2)OCCO3)cc1,-5%,-2%,1,-18%,-2%,1,-1%,-47%[inhibitor],0.2%,3%,0%
CN(C)C(=O)Nc1ccccc1,-6%,1%,0&4,1%,1%,-14,?,-14%,0.3%,-2%,2%
COc1cc(CCC(=O)Nc2ccc(S(=O)(=O)N3CCOCC3)cc2)cc(OC)c1OC,·,1%,·,·,1%,-1,?,?,0.0%,·,3%
CCOC(=O)N1CCN(S(=O)(=O)c2ccc3c(c2)OCC(=O)N3)CC1,-21%,-8%,2,6%,5%,-15,?,-8%,-0.1%,1%,5%
COc1ccc(/C=N/NC(=O)c2ccc(NC(C)=O)cc2)cc1COc1ccc(F)cc1F,?,1%,3,·,?,11,?,11%,0.5%,·,3%
C=CCONC(=O)Cc1ccccc1,·,1%,·,·,-6%,?,0%,16%,0.2%,·,-12%
Cc1ccc(C(=O)O[C@H](C(=O)O)[C@H](OC(=O)c2ccc(C)cc2)C(=O)O)cc1,-12%,-2%,8,·,5%,12,0%,-32%,0.2%,-4%,1%
COc1ccc(-c2nn(C)c(=O)c3ccccc23)cc1NC(=O)COc1ccccc1,15%,-5%,-1,6%,1%,3,-18%,-37%,-0.2%,-2%,-17%
CCOC(=O)c1[nH]cnc1C(=O)Nc1ccc(C)cc1,·,-5%,-1,0%,1%,6,5%,21%,-0.4%,-1%,0%
c1nnc2c3c4c(sc3ncn12)CCC4,2%,-7%,0,-1%,3%,7,-1%,4%[7.66 µM],0.0%,6%,-2%
Cc1ccc(OCCC(=O)OCC(=O)N2CC(=O)Nc3ccccc32)cc1,·,-1%,·,·,-1%,13,?,?,0.1%,·,-1%
COc1ccc(C)cc1NC(=O)C(OC(=O)c1ccc([N+](=O)[O-])o1)c1ccccc1 (stereo unspecified),18%,-2%,-9,-3%,4%,-13,0%,-2%,1.6%,2%,-4%
O=C(CCCN=C1NS(=O)(=O)c2ccccc21)OCC(=O)c1ccc(Br)cc1,·,-2%,·,-4%,5%,-11,0%,8%,-0.7%,-11%,·
O=C(c1ccc2ncsc2c1)N1CCCC(C(F)(F)F)C1 (stereo unspecified),·,-3%,·,·,-2%,-4,?,-5%,-0.9%,·,2%
CCOc1cccc(N(C(=O)C2COc3ccccc3O2)C(C(=O)NC2CCCCC2)c2ccc(O)cc2)c1 (stereo unspecified),?,-3%,1,-2%,0%,10,-11%,32%,0.2%,2%,0%

# Structures above containing an aryl methoxy group:
SMILES,Menin MLL FP TR,TSG101-PTAP inh,FBPA coupling cs,PKM2 act,Tb PFK inh,Giardia kill,Chronic BCR inh,Integrin act MD,B2AR arrestin,GALK inh,ASM inhibitor
COc1ccccc1NC(=O)NCc1ccc(C)n1C,-8%,-1%,-2,·,0%,-19,?,-18%,0.0%,2%,1%
COc1ccc(Br)cc1C(=O)Nc1ccc(N2CCCC2)cc1,?,1%,1,-1%[11.5 µM],1%,12,?,12%,0.1%,2%,15%
COc1cc(/C=N/NC(=O)C(=O)NCc2cccnc2)ccc1O,-4%,-2%,1,3%,0%,1,-3%,-12%,0.2%,1%,-1%
COc1ccc(CNC(=O)C2CC(O)CN2C(=O)Nc2ccccc2)cc1 (stereo unspecified),10%,-11%,3,-1%,0%,15,-1%,-2%,-0.9%,·,4%
COc1cc(CCC(=O)Nc2ccc(S(=O)(=O)N3CCOCC3)cc2)cc(OC)c1OC,·,1%,·,·,1%,-1,?,?,0.0%,·,3%
COc1ccc(/C=N/NC(=O)c2ccc(NC(C)=O)cc2)cc1COc1ccc(F)cc1F,?,1%,3,·,?,11,?,11%,0.5%,·,3%
COc1ccc(-c2nn(C)c(=O)c3ccccc23)cc1NC(=O)COc1ccccc1,15%,-5%,-1,6%,1%,3,-18%,-37%,-0.2%,-2%,-17%
COc1ccc(C)cc1NC(=O)C(OC(=O)c1ccc([N+](=O)[O-])o1)c1ccccc1 (stereo unspecified),18%,-2%,-9,-3%,4%,-13,0%,-2%,1.6%,2%,-4%
